Screens: PubChem BioAssay, several laboratories
KCNK9 block – inhibitors of human KCNK9 two-pore domain potassium channel | Q9NPC2 | HEK293 KCNK9, FluxOR thallium flux fluorescence; stronger effect = lower value | B-score at 10 µM | 1.2% of 310,000 active | AID 488922;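 active means ratio B-score over 3 SD below the library mean, with starting fluorescence within 5 SD of its mean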;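 further: negative B-score means less thallium flux so channel inhibition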
PolyA inhibitor – yeast polyadenylation inhibition. S. cerevisiae SKY197-pL101 polyadenylation reporter, beta-gal luminescence; efflux-impaired pdr1/pdr3 knockout yeast; score 100 = 6 SD above DMSO. calls only at 12 µM. 0.02% of 300,000 active;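 active means lowest replicate activity score at least 50, where 100 means six control SD above control mean; inconclusive means lowest score under 50 but half or more replicates reach 50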;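 further: yeast exposed to compound for 9 h at 30 °C; higher score means more reporter readthrough which indicates perturbed polyadenylation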
GSK3beta inhib – blocks human GSK3beta kinase activity; P49841; GST-GSK3beta kinase, ADP-Glo luminescence, 60 min; stronger effect = lower value; activity score (negative = inhibition), % at 10 µM; 0.038% of 300,000 active; AID 2097;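 active means more than half of replicate wells score below -50%, meaning over 50% inhibition versus plate controls; inconclusive means some replicates but at most half score below -50%; inactive means no replicate scores below -50%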;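 further: 0% = median DMSO wells and -100% = median GW8510 positive control wells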
Target sequence (P49841 whole entry, looked up): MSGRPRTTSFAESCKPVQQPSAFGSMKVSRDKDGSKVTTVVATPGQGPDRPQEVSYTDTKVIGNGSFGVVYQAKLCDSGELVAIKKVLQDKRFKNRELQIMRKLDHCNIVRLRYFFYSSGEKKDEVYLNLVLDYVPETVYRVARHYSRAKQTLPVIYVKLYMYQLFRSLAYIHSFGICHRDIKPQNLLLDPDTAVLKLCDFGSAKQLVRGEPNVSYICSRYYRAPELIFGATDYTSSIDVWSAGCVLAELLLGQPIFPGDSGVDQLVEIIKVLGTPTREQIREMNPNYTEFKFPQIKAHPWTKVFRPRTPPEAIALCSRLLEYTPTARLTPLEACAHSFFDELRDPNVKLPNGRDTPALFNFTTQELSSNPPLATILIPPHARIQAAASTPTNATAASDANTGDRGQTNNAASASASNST
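test system = GST-tagged human GSK3beta kinase, cell-free | reagent = 25 µM ATP with peptide substrate | dosing = one dose of 10 µM per compound | schedule = 60 min reaction, RT | detection = luminescent ADP-Glo measurement of ADP formed | control set = DMSO neutral wells and GW8510 at 20 µM as positive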
RGS4 pot – RGS4 potentiation or activation. AID 463111. B-score at 10 µM. HEK293 M3R/inducible RGS4, carbachol calcium flux Fluo4; stronger effect = lower value. 0.92% of 310,000 active;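 active means B-score of the integrated calcium signal more than 4 SD below the library mean, with starting fluorescence not abnormally high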;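 further: negative B-score means reduced calcium response which marks RGS4 activation or potentiation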
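test system = HEK293 cells with stable M3R and inducible RGS4 | schedule = recording 10 s baseline at 1 Hz, 100 s post-agonist | technique = Fluo4-AM (2 µM) calcium-flux fluorescence, kinetic read | measure = Agonist-evoked peak-minus-minimum fluorescence over baseline, integrated ratio, B score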
HDAC3 inh – blocks human histone deacetylase 3 | O15379 | recombinant HDAC3, fluorogenic peptide/trypsin coupled, fluorescence | inhibition, % at 8.3 µM | 0.15% of 320,000 active; in the data active means inhibition above about 26%, passing the limit was not always enough; inconclusive means no clear call, values can overlap the other calls
Target sequence (O15379 whole entry, looked up): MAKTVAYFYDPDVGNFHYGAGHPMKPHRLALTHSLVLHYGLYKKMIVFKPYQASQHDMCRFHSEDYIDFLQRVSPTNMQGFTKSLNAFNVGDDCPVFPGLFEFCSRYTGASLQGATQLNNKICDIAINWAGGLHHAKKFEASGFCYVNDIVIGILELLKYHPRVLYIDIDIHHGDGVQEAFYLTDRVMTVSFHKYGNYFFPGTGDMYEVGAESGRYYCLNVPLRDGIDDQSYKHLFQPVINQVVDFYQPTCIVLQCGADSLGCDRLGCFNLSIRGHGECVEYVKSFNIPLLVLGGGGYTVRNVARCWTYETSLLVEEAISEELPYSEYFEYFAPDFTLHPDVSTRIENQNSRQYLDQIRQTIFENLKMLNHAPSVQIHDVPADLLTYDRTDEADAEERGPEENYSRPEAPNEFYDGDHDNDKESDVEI
KCNQ1 pot – potentiators or activators of human KCNQ1 potassium channel; P51787; CHO-K1 KCNQ1, thallium flux FluxOR fluorescence; stronger effect = higher value; B-score at 10 µM; 0.35% of 310,000 active;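 active means fluorescence ratio B-score, a plate-corrected score, at least three library SD, with initial intensity B-score within 5 SD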
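System: CHO-K1 cells stably expressing KCNQ1 / Medium: assay buffer for compound exposure, DMSO matched across wells / Reagent: thallium- and potassium-containing depolarizing buffer / Compound: one concentration, matched DMSO / Incubation: 20 min compound pretreatment at room temperature / Measured by: kinetic FluxOR fluorescence, 10 s baseline plus 110 s post-stimulus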
KCNQ1 block – inhibitors of human KCNQ1 potassium channel; 1.3% of 310,000 active; P51787; CHO-K1 KCNQ1, FluxOR thallium flux fluorescence; stronger effect = higher value; B-score at 10 µM;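 active means compounds whose thallium flux B-score, printed positive for inhibition, exceeds three library SD while starting fluorescence stays within three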;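 further: channel opened by potassium depolarization with thallium stimulus after 20 min compound exposure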
Dyrk1A ADPGlo – Dyrk1A (rat) kinase inhibition | Q63470 | ADP-Glo luminescence, NFATc1 peptide | inhibition, % at 12.5 µM | 0.43% of 310,000 active; in the data active means inhibition above about 50%;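 further: plate controls were vehicle with enzyme for no effect and no enzyme for full effect; many of its hits are not listed in these tables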
GSK3A inh – human GSK-3 alpha kinase inhibition; ADP-Glo luminescence, 60 min; 0.1% of 320,000 active; inhibition, % at 10 µM; P49840;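 in the data active means inhibition above about 50%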;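 further: GST-tagged GSK-3 alpha with peptide substrate and 25 µM ATP; 0% = DMSO neutral wells and 100% = GW8510 positive control wells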
KCNK3 inh – human KCNK3 channel inhibition, primary screen; O14649; CHO-KCNK3 thallium flux, FluxOR fluorescence; stronger effect = lower value; B-score at 10 µM; 0.84% of 340,000 active;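 active means B-score under library mean minus 4 SD, starting fluorescence ratio at most library mean plus 5 SD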;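 further: more negative B-score means stronger inhibition of thallium flux through KCNK3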
hERG rescue – hERG (human) protection from proarrhythmic block; CHO-hERG, FluxOR thallium flux, dofetilide IC70 present; activation (rescue from dofetilide block), less the hit threshold, % at 10 µM; 0.51% of 310,000 active; Q12809;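 active means activation above the mean of controls blocked by dofetilide plus 5 SD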;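 further: thallium influx through hERG after potassium depolarization seen as dye fluorescence rise; in these data hits start at about 4.7%; inactives centre near -7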
Starred values were filed as active, the others as inactive; i = inactive; ? = inconclusive; . = no result given. Only part of the results is shown (hit frequency here may not be typical).

smiles	Dyrk1A ADPGlo	KCNQ1 block	GSK3A inh	HDAC3 inh	KCNK3 inh	KCNK9 block	RGS4 pot	KCNQ1 pot	GSK3beta inhib	hERG rescue	PolyA inhibitor
CCOc1ccc(S(=O)(=O)Nc2ccc3c(c2)n(C)c(=O)n3C)cc1	0.0	i	-0.4	-5.1	i	i	i	i	1.3	-7.8	i
CC1=C(C(=O)NC2CCCCC2C)C2(CCC(C)CC2)OC1=O (stereo unspecified)	-1.7	i	5.8	-0.2	i	i	i	i	0.6	-6.0	i
Fc1cccc(Cl)c1/C=N/Nc1c(Cl)cncc1Cl	-7.0	i	1.2	3.8	i	i	i	i	0.0	-5.1	i
CN(Cc1cn[nH]c1-c1ccc(-c2ccccc2)cc1)CC1CCOCC1	9.3	i	-0.4	-1.9	i	i	i	i	0.6	-6.1	i
O=C(c1cccc(C(F)(F)F)c1)N1CCC2(CC1)NCCc1[nH]cnc12	-0.9	i	-1.9	-5.5	i	i	i	i	3.4	-4.6	i
CCOc1ccc(NC(=O)C2CCN(C(=O)NC3CCCCC3)CC2)cc1	4.7	i	-0.8	1.1	i	i	i	i	-3.6	-7.3	i
OC1CN=C2C=CC=CN2C1 (stereo unspecified)	0.6	i	-4.2	-11.3	i	i	i	i	0.6	-11.0	i
COc1ccc2cc1Oc1ccc(cc1)C[C@H]1c3cc(c(OC)cc3CCN1C)Oc1c(OC)c(OC)cc3c1[C@H](C2)N(C)CC3	0.2	i	0.4	0.6	i	i	i	i	0.9	-7.9	i
O=C(CSc1ccc(-c2ccco2)nn1)N1CCCCC1	.	i	-0.5	2.4	i	i	i	i	-0.1	-7.8	i
C/C(CC(=O)Nc1ccc(F)cc1F)=N\NC(=O)C(=O)N1CCCCC1	.	i	-1.1	5.1	.	i	i	i	-0.2	-9.2	i
CC1CCCN(c2ccc(C(=O)NCc3ccc4c(c3)OCO4)cc2[N+](=O)[O-])C1 (stereo unspecified)	-1.6	i	-0.7	9.8	i	i	i	i	3.4	-7.1	i
CCn1c(=O)c(C(=O)CN2CCN(Cc3ccc4c(c3)OCO4)CC2)c(N)n(Cc2ccccc2)c1=O	1.8	i	-0.2	2.6	i	i	i	i	2.5	-7.6	i
CN(CCO)c1c2c(nc3cc(-c4cccc(F)c4)nn13)CCCC2	6.6	i	-1.1	-4.5	i	i	i	i	0.0	-15.3	i
COCCCNc1nc(-c2ccncc2)nc2ccccc12	13.9	i	12.7	-6.0	i	i	i	i	2.6	-12.9	i
CC1SCC(=O)N(CC(=O)Nc2ccc3c(c2)OCCO3)C1=O (stereo unspecified)	.	i	0.2	-12.3	i	i	i	i	2.1	-16.6	i
COc1cc(C(=O)O/N=C2\C=CC(=O)C=C2C)cc(OC)c1OC	7.2	i	-1.6	-0.4	i	i	i	i	0.4	-5.8	.
CCc1cccc(CC)c1NC(=O)c1cccc(N)c1	0.2	i	-1.1	3.9	i	i	i	i	1.4	-3.8	i
CC(C)(C)c1ccc(NC(=O)NC2CCCc3ccccc32)cc1 (stereo unspecified)	5.9	6*	-3.8	-6.2	i	i	i	i	1.2	-4.5	i
O=C(CCn1c2c(c3ccccc31)CCCC2)NNC(=O)c1ccccc1[N+](=O)[O-]	-4.9	i	-1.4	-3.7	i	i	i	i	0.1	-14.8	i
N#Cc1ccc(-c2cccs2)nc1SCc1cccnc1	.	i	-2.0	-6.4	i	i	i	i	-4.3	-7.3	i
NC(=O)c1oc2ccccc2c1NC(=O)C1CCCCC1	11.3	i	-1.5	9.9	i	i	i	i	0.2	-15.2	i
Cc1ccc(NC(=O)CSc2ncn[nH]2)cc1	2.2	i	-3.4	2.7	i	i	i	i	1.2	-8.4	i
O=C(NCc1ccccc1)c1ccc(N2CCC3(CC2)CC(c2ccc(Cl)cc2)=NO3)c([N+](=O)[O-])c1	6.5	i	11.1	?	i	i	i	i	0.2	-7.1	i
CCN1C(=O)C(CC(=O)Nc2cc(C)ccc2C)SC1=Nc1ccc(S(N)(=O)=O)cc1 (stereo unspecified)	-0.1	i	-3.0	-4.0	i	i	i	i	-0.9	-9.4	i
COc1oc(-c2ccccc2C)nc1C(F)(F)F	-1.6	i	-1.8	-1.3	i	i	i	i	-2.1	-9.6	i
COC(=O)CNC(=O)c1c(-c2c(Cl)cccc2Cl)noc1C	-5.4	i	-6.2	2.4	i	i	i	i	3.0	-11.4	i
Cc1noc(C)c1COc1ncnc2ccccc12	0.6	i	0.4	-15.5	i	i	i	i	-2.1	-10.8	i
COc1ccc(C(=O)Nc2cccc(-c3nc4ncccc4o3)c2C)cc1OC	-1.9	i	-4.8	3.7	i	i	i	i	-0.4	-2.6	i
O=C(C1COc2ccccc2O1)N1CCN(c2ccccc2)CC1 (stereo unspecified)	3.7	i	-0.3	-0.5	i	i	i	i	0.8	-8.8	i
Clc1cccc(/C=N\Nc2nccs2)c1	-3.0	i	16.2	-1.9	i	i	i	i	1.5	2.6	i
CN(CC(=O)Nc1cccc(F)c1)C(=O)c1cc(-c2ccco2)nc2ccccc12	3.4	i	0.6	-10.3	i	i	i	i	-3.7	-15.1	i
COC(=O)CCSCc1cn2cc(Cl)ccc2n1	9.9	i	12.9	1.1	i	i	i	i	2.9	-5.8	i
Cc1cccc(C(=O)NCCN2CCN(c3ccccc3)CC2)c1	1.0	i	-2.6	1.7	i	i	i	i	1.6	-11.0	i
COC(C(=O)Nc1c(F)cccc1F)c1ccccc1 (stereo unspecified)	1.9	i	-3.9	9.3	i	i	i	i	2.8	-11.5	i
Cc1ccccc1N1CCN(C2CCCN(C(=O)c3csc(C(C)C)n3)C2)CC1 (stereo unspecified)	-3.3	i	-0.8	-6.3	i	i	i	i	5.1	-14.7	i
CNC(=O)C1CCN(S(=O)(=O)c2c(C)noc2/C=C/N(C)C)CC1	-1.1	i	0.2	13.1	i	i	i	i	0.7	-4.5	i
O=C(CSc1nc2ccccc2o1)NCc1ccco1	12.5	i	-0.7	-1.0	i	i	i	i	0.1	-7.7	i
Cc1c(CCC(=O)NCCCn2ccnc2)c(=O)oc2c(C)c3oc4c(c3cc12)CCCC4	-10.5	i	-0.1	-3.3	i	i	i	i	0.1	-16.2	i
COc1ccc(NS(=O)(=O)c2cccc(C(=O)OCC(=O)NC3CC3)c2)cc1	.	i	.	-4.7	i	i	i	i	1.9	-4.3	i
O=C(Oc1ccccc1)n1c(=S)oc2ccccc21	0.9	i	0.9	3.0	i	i	i	i	1.0	-0.2	i
CC(C)(SC(=S)N1CCCCCC1)C(=O)O	-0.3	i	-0.2	2.5	i	i	i	i	-2.2	0.9	i
Cc1c(/C=N/NC(=O)C(NC(=O)c2ccc3c(c2)OCO3)C(C)C)c2ccccc2n1C (stereo unspecified)	4.8	i	-3.1	13.0	i	i	i	i	0.2	-11.2	i
CCCCC1CCC(C(=O)NCc2ccc3c(c2)OCO3)CC1 (stereo unspecified)	-1.4	i	.	-3.6	i	i	i	i	-2.4	-4.2	i
CC(C)Oc1ccc(C2CC(=O)N(c3cccc(/C=C/C(=O)O)c3)C2=O)cc1 (stereo unspecified)	-8.2	i	-1.6	.	i	i	i	i	-1.6	-5.7	i
CC(Oc1ccccc1)C(=O)N=C1SC2CS(=O)(=O)CC2N1c1ccc(F)cc1 (stereo unspecified)	0.4	i	-0.1	1.7	i	i	i	i	3.1	-3.2	i
CCOc1cc(NC(=S)NCCCN2CCOCC2)c(OCC)cc1NC(=O)c1ccc(C)cc1	-2.4	i	-1.7	6.4	i	i	i	i	0.4	-4.4	i
O=C1OC(c2ccc(Cl)cc2)=N/C1=C\c1cccnc1	-4.0	i	-1.0	1.7	i	i	i	i	8.4	-5.7	i
COc1ccccc1NC(=O)CSc1nnc(C)n1CC1CCCO1 (stereo unspecified)	4.7	i	-0.1	-2.5	i	i	i	i	2.5	1.0	i
N#Cc1cnn(-c2ccccc2)c1NC(=O)CN1CCOCC1	.	i	-1.5	-4.2	i	i	i	i	1.6	-1.9	i
CN(Cc1nccs1)C(=O)C1CCC(=O)N(CCCc2ccccc2)C1 (stereo unspecified)	3.7	i	.	.	i	i	i	i	-4.9	-6.5	i
COc1cccc(CNC(=O)Nc2cccs2)c1	2.2	i	1.0	1.6	i	i	i	i	2.1	-6.0	i
Cc1ccc(OCCOC(=O)c2nc3nccc(C)n3n2)cc1	-2.4	i	-0.2	1.8	i	i	i	i	1.9	-6.6	i
CC(C)CN1C(=O)c2ccc(C(=O)NCc3ccc4c(c3)OCO4)cc2C1=O	0.3	i	-1.3	10.0	i	i	i	i	0.4	-6.2	i
CCCNC(=O)CSC1=N/C(=C/c2ccc(F)cc2)C(=O)N1CC	25.0	i	-3.2	0.2	i	i	i	i	2.2	-5.0	i
O=C(CN1C(=O)NC2(CCCC2)C1=O)Nc1ccccc1N1CCCC1	-4.5	i	0.3	-0.4	i	i	i	i	-3.4	-7.5	i
O=C(O)CCc1nc2cccnc2n1Cc1ccccc1	-3.8	i	1.2	7.4	i	i	i	i	1.1	-6.7	i
CC1(c2ccccc2)NC(=O)N(CC(=O)Nc2ccc(S(=O)(=O)Nc3ncccn3)cc2)C1=O (stereo unspecified)	9.7	i	0.5	0.2	i	i	i	i	-1.5	-18.1	i
CC1CCN(C(=O)CSc2nnc(Cc3ccccc3)o2)CC1	7.1	i	-0.7	-7.5	i	i	i	i	2.9	-5.7	i
CN(C)CCNC(=O)C(c1ccccc1)c1ccccc1	12.2	i	0.2	1.9	i	i	i	i	-0.1	-7.9	i
